esBAF inh – blocks esBAF chromatin remodeling in mouse ES cells; Bmi1-luciferase knock-in reporter, 24 h; 100% = twice the neutral-well signal; reporter increase, % at 12.5 µM; hit rate 2% among 350,000; in the data active = activation above about 40%; inconclusive = no clear call, values can overlap the other calls;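 also: 0% = median of the plate's neutral control wells and 100% = double that signal; a rise in the Bmi1 reporter signal indicates esBAF inhibition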
E-sel inducer – E-selectin induction on HUVECs. HUVEC E-selectin immunofluorescence imaging; normalized: neutral wells 0, TNF-alpha wells 100. activation, % at 7.58 µM. hit rate 0.37% among 260,000;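 active = mean E-selectin-positive cell signal at least 10% of the positive control, reached in at least 60% of replicates, without over 20% cell loss; inconclusive = no rule given, readout overlaps actives, possibly toxicity-flagged; inactive = the rest, including those meeting only one limit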;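 also: in these data hits start at about 27%; measured in HUVEC primary endothelial cells; signal is the percent of cells scored E-selectin positive by PE staining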
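System: HUVEC, human umbilical vein endothelial cells; quantity: 3,000 cells/well; buffer or medium: EGM-2 medium, gelatin-coated wells; dosing: single-point compound dose; detection: immunofluorescence imaging; evaluation: % PE-positive cells; benchmarks: TNF-alpha, DMSO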
S100A4 inh HTS – blocks human S100A4 binding to myosin IIA peptide; inhibition, % at 10.7 µM; S100A4/TAMRA-MyoIIA peptide fluorescence polarization; hit rate 0.14% among 360,000;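 active = mean inhibition of at least 70% across replicates, with every replicate also reaching that level; inconclusive = mean inhibition reaches 70% but some replicates fall short; inactive = mean inhibition below 70%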
Target sequence (P26447 whole entry, looked up): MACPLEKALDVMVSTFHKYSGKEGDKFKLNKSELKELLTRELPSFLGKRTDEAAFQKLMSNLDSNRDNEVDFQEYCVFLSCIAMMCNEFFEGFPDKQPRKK
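incubation = readout 5 min after mixing, signal stable up to 60 min | system = S100A4 monomer protein | buffer or medium = HEPES pH 7.2 with CaCl2, KCl, NaCl, DTT, Triton | benchmarks = neutral control DMSO, positive control TFP | also added = fluorescent myosin IIA peptide, 5 nM | compound dosing = one concentration per compound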
ERAP1 HTS inh – ERAP1 (human) enzyme inhibition | recombinant ERAP1, Leu-AMC fluorescence, 60 min | inhibition, % at 10.7 µM | hit rate 0.15% among 340,000;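 active = mean replicate inhibition of at least 30%, or all replicates individually reaching that 30% level; inactive = mean below 30% and not every replicate reaching it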;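 also: 0% = neutral control wells and 100% = L-leucinethiol positive control wells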
Target sequence (Q9NZ08 whole entry, looked up): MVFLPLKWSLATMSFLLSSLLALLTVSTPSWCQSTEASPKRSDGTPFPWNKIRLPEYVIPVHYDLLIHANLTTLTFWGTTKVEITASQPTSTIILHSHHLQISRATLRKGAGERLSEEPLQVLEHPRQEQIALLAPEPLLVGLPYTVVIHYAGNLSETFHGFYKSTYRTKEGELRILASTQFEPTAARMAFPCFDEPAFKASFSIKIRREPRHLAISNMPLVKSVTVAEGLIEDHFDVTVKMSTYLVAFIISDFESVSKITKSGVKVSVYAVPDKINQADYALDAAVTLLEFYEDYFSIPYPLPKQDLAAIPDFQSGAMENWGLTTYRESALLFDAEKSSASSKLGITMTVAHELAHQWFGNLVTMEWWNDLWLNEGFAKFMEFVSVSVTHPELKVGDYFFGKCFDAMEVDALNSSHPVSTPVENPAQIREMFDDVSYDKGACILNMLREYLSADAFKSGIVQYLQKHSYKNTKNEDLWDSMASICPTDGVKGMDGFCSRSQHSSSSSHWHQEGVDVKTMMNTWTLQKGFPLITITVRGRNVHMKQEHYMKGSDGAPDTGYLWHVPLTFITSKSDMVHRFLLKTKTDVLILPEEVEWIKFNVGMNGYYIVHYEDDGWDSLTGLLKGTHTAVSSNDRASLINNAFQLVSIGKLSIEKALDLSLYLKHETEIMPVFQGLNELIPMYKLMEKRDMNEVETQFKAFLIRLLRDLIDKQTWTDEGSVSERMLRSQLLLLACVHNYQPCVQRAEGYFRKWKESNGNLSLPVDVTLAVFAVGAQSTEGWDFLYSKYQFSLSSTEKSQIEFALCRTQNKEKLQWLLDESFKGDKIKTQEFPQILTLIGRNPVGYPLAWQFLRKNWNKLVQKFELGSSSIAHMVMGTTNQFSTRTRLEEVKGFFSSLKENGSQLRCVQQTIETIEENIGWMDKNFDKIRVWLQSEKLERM
ERp5 block – blocks human ERp5 reductase activity on insulin | inhibition, % at 9.99 µM | ERp5 insulin aggregation, absorbance 650 nm, 90 min | hit rate 0.05% among 350,000 | Q15084;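 active = mean replicate inhibition above about 25%, with every replicate also reaching it, limit read from the data, passing the limit was not always enough; inconclusive = only one of those two criteria met; inactive = neither criterion met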
Xi reactivation – reactivates the inactive X chromosome in mouse fibroblasts | XiGFP mouse fibroblasts, % GFP-positive cells imaging, 3 d; cells co-treated with 5-aza-dC sensitizer; scaled so ellipticine positive control = 100% | activation, % at 7.58 µM | AID 743238 | hit rate 0.055% among 360,000;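 active = mean normalized replicate activation at least 10% and every replicate at or above 10%; inconclusive = only one of the two criteria met; inactive = mean below 10% and not all replicates reach 10%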;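 also: 0% = median of on-plate neutral control wells and 100% = ellipticine 6 µM median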
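Material: SV40-immortalized XiGFP fibroblast cells, line 68-5-11 | Buffer or medium: DMEM containing 5-aza-dC | Dosing: One concentration, pinned | Times: 3 d treatment, 15 min room-temperature fixation | Controls: Ellipticine 6 µM positive control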
RAD54 branch – RAD54 (human) branch migration inhibition | Q92698 | RAD54 Holliday junction branch migration, FAM/BHQ fluorescence | inhibition, % at 10.4 µM | hit rate 0.14% among 360,000;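 active = mean normalized replicate activity at least 40 and at least half of replicates scoring 40 or more; inconclusive = only one of the two criteria met; inactive = mean below 40 and under half of replicates reaching 40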;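 also: 0% = median of neutral control wells and 100% = median of positive control wells; inhibitors cause a drop in the FAM fluorescence signal; in these data hits start at about 50%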
RAD52 anneal inh – blocks human RAD52 DNA annealing; AID 651710; P43351; inhibition, % at 18.7 µM; hit rate 0.46% among 360,000; recombinant RAD52 DNA annealing, FRET fluorescence;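 active = every replicate showing at least 50% inhibition; inconclusive = mean inhibition at least 50% but not in every replicate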
Starred values were filed as active, the others as inactive; ? = inconclusive; · = no result given; & = joins results of further samples.

Value order – esBAF inh | RAD54 branch | ERp5 block | ERAP1 HTS inh | E-sel inducer | Xi reactivation | S100A4 inh HTS | RAD52 anneal inh
> CCOC(=O)c1c(NC(=O)C(=O)N/N=C/c2ccc(OCC)cc2)sc2c1CCCCC2
→ 4.2 | -0.9 | 1.7 | -1.0 | 3.1 | 0.0 | 2.6 | -4.0
> Cc1ccc(C(=O)NNC(=O)Cc2csc(-c3csc(C)n3)n2)cc1
→ · | · | -3.4 | -0.7 | -0.3 | 0.1 | 1.3 | -9.3
> Cc1ccc(C2=CC(c3ccccc3)n3ncnc3N2)cc1 (centres undefined)
→ 11.2 | -10.3 | -2.6 | -11.1 | -0.2 | 0.0 | 2.2 | -9.7
> S=c1[nH]nc(-c2ccc3ccccc3n2)n1-c1ccccc1
→ -3.9 | 4.1 | 2.5 | -1.6 | 0.2 | 0.1 | 1.2 | 3.3
> Cc1ccccc1NC(=O)c1ccc([N+](=O)[O-])o1
→ · | · | 2.4 | -3.2 | 2.5 | 0.0 | 1.9 | -6.2
> O=C1NC(=S)N/C1=C\c1ccc(Oc2ccc(C(F)(F)F)cc2[N+](=O)[O-])c(Cl)c1
→ -1.1 | 5.8 | -0.9 | · | -0.6 | 0.2 | 1.7 | -20.9
> C[C@@H]1CN([C@H](C)CO)C(=O)c2cc(NC(=O)NC3CCCCC3)ccc2O[C@H]1CN(C)Cc1ccncc1
→ -1.7 | -5.8 | -3.9 | -1.2 | -0.1 | 2.4 | -3.0 | -8.6
> O=C(CC1CC1)N1[C@H](CO)[C@@H](c2ccccc2)C12CN(S(=O)(=O)c1ccccc1)C2
→ · | · | 3.8 | 2.6 | 0.1 | -0.1 | 34.6 | -10.6
> Cc1ccc(-c2ccc3c(c2)O[C@@H](CN(C)C(=O)Nc2ccc(F)cc2)[C@H](C)CN([C@@H](C)CO)S3(=O)=O)cc1
→ -3.9 | 1.6 | 2.7 | 0.2 | 0.4 | -1.4 | 17.3 | 17.0
> O=C1CN(S(=O)(=O)c2ccc(Cl)cc2C(F)(F)F)CCN1
→ · | · | 1.2 | 3.9 | 2.5 | 1.1 | -3.0 | -1.9
> Cc1ccc(C)c(S(=O)(=O)Nc2cc(C)on2)c1
→ -5.5 | -0.3 | -6.3 | -9.8 | -2.1 | 0.1 | 7.4 | -3.3
> COc1ccc(-c2nc(S(=O)(=O)c3ccccc3)c(N3CCCC3)o2)cc1
→ -2.9 | -1.7 | -0.1 | -3.1 | -0.1 | -0.3 | -1.3 | -23.7
> CCc1ccc(C(O)c2ncc(-c3cccc(C)c3)[nH]2)cc1 (centres undefined)
→ · | -4.1 | -2.4 | 3.5 | 2.5 | -0.1 | 7.4 | -18.2
> Cc1ccc(CN2Cc3cccc4c3[C@@H](CC2=O)[C@H](O)[C@H](O)C4)cc1
→ -1.6 | -12.8 | -1.7 | 3.0 | 0.3 | 0.0 | -5.1 | -12.4
> O=C(Nc1ccc2c(c1)[C@@H]1C[C@H](CC(=O)N3CCCCC3)O[C@@H](CO)[C@@H]1O2)C1CCC1
→ 0.2 | -5.9 | 11.9 | 2.0 | -0.3 | 0.3 | -6.9 | -6.2
> Cc1ccc(-c2ccc3c(c2)O[C@H](CN(C)Cc2ccc(C(=O)O)cc2)[C@H](C)CN([C@H](C)CO)S3(=O)=O)cc1
→ 5.8 | 2.8 | -7.2 | -3.8 | 0.4 | 0.2 | -3.6 | 8.2
> O=C(c1ccc(-c2ccccc2)cc1)N1CCN(c2ccccc2)CC1
→ 50.6* | -1.2 | ? | -1.7 | · | 0.1 | -3.4 | -12.0
> Cc1cc(NC(=O)CSCC(=O)Nc2ccc(C)c(C)c2)no1
→ 0.0 | -1.5 | 2.8 | -6.8 | 0.8 | 0.1 | -7.3 | -9.3
> COc1ccc(CCNC(=O)c2ccc(COc3ccccc3OC)o2)cc1
→ 0.1 | 1.8 | 1.0 | -2.8 | · | 0.0 | 1.5 | -4.3
> O=C1CSCN1c1ccc(Cl)cc1
→ -8.3 | 4.4 | 1.3 | -0.6 | 2.3 | 0.2 | 5.6 | 0.2
> C[C@H]1CN([C@@H](C)CO)C(=O)Cc2cc(NC(=O)Nc3ccccc3)ccc2O[C@@H]1CN(C)Cc1ccc(C(F)(F)F)cc1
→ -0.1 | 3.0 | -2.3 | -4.2 | 0.2 | -0.2 | 0.5 | -9.4
> CC(C)c1nc(SCC(=O)c2c[nH]c3ccccc23)n[nH]1
→ · | -17.9 | -4.6 | -2.5 | · | 0.1 | -22.5 | -16.3
> CC(COc1ccccc1)N1CCC(CO)(Cc2ccccc2)CC1 (centres undefined)
→ · | · | -1.8 | -1.4 | · | 0.1 | 5.1 | -4.6
> COC(=O)[C@@H](Cc1ccccc1)NC(=O)[C@H]1O[C@@H](n2cnc3c(=O)[nH]c(N)nc32)[C@H](O)[C@@H]1O
→ · | · | 2.6 | -2.0 | 1.7 | 0.3 | 0.9 | -6.0
> CC(c1ccccc1)n1c(-c2ccc(Cl)cc2)n[nH]c1=S (centres undefined)
→ 7.0 | -5.9 | 2.2 | -1.9 | 0.3 | 0.4 | 5.2 | 0.9
> O=C(CC1C(=O)NCCN1Cc1ccoc1)NCCCn1ncc2ccccc21 (centres undefined)
→ -4.8 | 1.6 | -6.6 | -1.9 | · | 0.1 | -2.3 | -7.4
> C[C@@H]1CCCCO[C@H](CN(C)Cc2ccc3c(c2)OCO3)[C@H](C)CN([C@H](C)CO)C(=O)c2cc(NC(=O)Nc3ccc(C(F)(F)F)cc3)ccc2O1
→ 4.1 | 3.9 | -7.0 | -3.3 | -0.1 | 0.2 | 4.5 | 28.9
> COc1ccc(S(=O)(=O)Nc2ccc3c(c2)C(=O)N([C@@H](C)CO)C[C@H](C)[C@@H](CN(C)Cc2ccc4c(c2)OCO4)O3)cc1
→ -2.3 | -4.5 | -3.5 | -0.1 | 0.0 | -0.1 | -1.1 | -2.2
> CCc1ccc(S(=O)(=O)c2nnn3c2nc(N2CCOCC2)c2ccccc23)cc1
→ -2.9 | -4.4 | -2.1 | -0.5 | · | 0.2 | 6.7 | -12.3
> CCCC(=O)Nc1ccc2c(c1)OC[C@H](C)N(C(=O)c1ccccn1)C[C@@H](C)[C@@H](OC)CN(C)C2=O
→ -3.2 | -3.5 | -3.1 | -3.1 | -0.3 | 2.7 | -34.4 | -6.0
> CC(=O)C1=NN(c2ccccc2)C(c2ccc3c(c2)OCO3)N1c1ccccc1 (centres undefined)
→ · | · | 0.9 | 1.9 | 0.0 | 0.3 | -7.5 | -35.8
> CCOC(=O)c1c(NC(=S)N2CCCCC2)sc2c1CCN(C(=O)OCC)C2
→ · | -2.1 | 3.2 | 0.8 | 0.1 | 0.0 | -0.5 | -25.3
> COc1ccccc1NC(=O)CCSc1ccc(C)cc1
→ -3.5 | · | -1.1 | -4.5 | -0.2 | 0.0 | 0.1 | -11.0
> COc1ccc(NC(=O)Nc2ccc3c(c2)C(=O)N([C@@H](C)CO)C[C@H](C)[C@H](CN(C)S(=O)(=O)c2cccs2)OCCCC[C@H](C)O3)cc1
→ 1.5 | 10.1 | -0.2 | 0.5 | 2.5 | -1.2 | -4.8 | -10.7
> C[C@H]1CN([C@@H](C)CO)S(=O)(=O)c2ccc(C#Cc3ccccn3)cc2O[C@H]1CN(C)C
→ 2.3 | -0.4 | 2.1 | 1.8 | -0.2 | -1.1 | 0.8 | -41.1
> C[C@@H]1CN([C@H](C)CO)C(=O)c2cc(NC(=O)C3CC3)ccc2O[C@@H]1CN(C)S(=O)(=O)c1ccc(F)cc1
→ -7.6 | 4.6 | 10.3 | -0.4 | -0.6 | -0.2 | -19.1 | 2.0
> Cc1ccc(N(C(=O)c2ccccn2)C(C(=O)NC2CCCCC2)c2ccncc2)cc1 (centres undefined)
→ 15.8 | -1.7 | 0.2 | 1.0 | · | 0.3 | -6.7 | 2.6
> COc1cc(C=C(C#N)C(=O)c2ccccc2)cc(OC)c1OC
→ · | · | 3.3 | -0.1 | 0.2 | 0.0 | -4.1 | -45.6
> O=C(O)[C@@H]1CCCN1S(=O)(=O)c1cccc2cccnc12
→ -1.3 | 16.8 | -1.1 | -3.4 | 2.2 | -0.1 | -4.0 | -5.5
> CC1CCCC(NC(=O)CCCCCn2c(=S)[nH]c3ccsc3c2=O)C1C (centres undefined)
→ -0.3 | -4.7 | -1.6 | 3.3 | 0.4 | -0.1 | -28.2 | 7.9
> C/C=C/c1ccc([C@H]2[C@H](CO)N3CCCCN(S(=O)(=O)c4cccs4)C[C@@H]23)cc1
→ · | -4.2 | -3.6 | -2.4 | 0.1 | 0.0 | 17.1 | -55.1
> COc1ccc(-c2cc(C)no2)cc1S(=O)(=O)N1CC(=O)Nc2ccccc21
→ · | · | 4.2 | 0.9 | · | 0.2 | -1.6 | -42.4
> Cc1ccc(S(=O)(=O)Nc2ccccc2N=Cc2c(F)c(F)c(F)c(F)c2F)cc1
→ · | · | -2.7 | 2.1 | -0.1 | 0.2 | -1.4 | -15.7
> O=C1CN(S(=O)(=O)c2cccc(F)c2)C[C@H]2[C@@H](c3ccc(C4=CCCC4)cc3)[C@H](CO)N12
→ · | · | 1.4 | -0.2 | 0.6 | 0.0 | -5.1 | 0.7
> O=C(C[C@H]1C=C[C@@H](NC(=O)C2CCC2)[C@H](CO)O1)NCc1ccccc1Cl
→ 1.4 | -1.9 | -5.1 | 0.2 | -0.3 | 0.5 | 1.1 | 10.2
> Cc1ccccc1NC(=O)CN1CCOCC1
→ -1.9 | -9.3 | -0.2 | 0.2 | · | 0.0 | -7.3 | -371.0
> CC(C)(C(=O)O)c1ccc(C(O)CCCN2CCC(C(O)(c3ccccc3)c3ccccc3)CC2)cc1 (centres undefined)
→ -1.1 | -2.0 | 1.0 | -38.2 | 1.4 | 0.0 | -1.0 | 3.8
> CN(C)CC(=O)N[C@H]1CC[C@H](CCn2cc(CN(C)C)nn2)O[C@@H]1CO
→ -8.4 | 1.7 | 0.3 | -2.1 | -0.9&-0.5 | 0.0&-0.2 | 5.7 | 11.2
> O=S(=O)(Nc1ccccc1)c1cccc2nonc12
→ -0.9 | 0.0 | 7.5 | -0.8 | -0.4 | -0.1 | 0.3 | -5.8
> C[C@@H]1CN([C@H](C)CO)S(=O)(=O)c2ccc(-c3cccc(C#N)c3)cc2O[C@H]1CN(C)Cc1ccccn1
→ 5.9 | -0.7 | -3.6 | 3.2 | -2.3 | -1.1 | 4.0 | 8.1
> C[C@@H]1CN([C@@H](C)CO)S(=O)(=O)c2ccc(-c3ccc(C#N)cc3)cc2O[C@@H]1CN(C)C(=O)C1CC1
→ 3.3 | -12.4 | -1.1 | 2.4 | 0.0 | -0.8 | -2.5 | 10.1
> C[C@H](CO)N1C[C@H](C)[C@H](CN(C)Cc2ccncc2)Oc2ccc(NC(=O)Nc3ccc4c(c3)OCO4)cc2CC1=O
→ -0.5 | -4.9 | 1.4 | -0.3 | · | 0.3 | -44.5 | 4.5
